# Assay outcomes from PubChem BioAssay.
# ABCG2 block = human ABCG2 inhibition, ABCB1 as counter-screen; inhibition, % at 6.6 µM; 0.1% of 190,000 active; IgMXP3 cells, JC-1 efflux, flow cytometry; AID 1325;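 active means inhibition above 80%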;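 further: 0% = DMSO and 100% = nicardipine control wells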
#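 Test system: IgMXP3 cells (ABCG2) mixed with DDAO far-red-labelled CCRF-Adr cells (ABCB1). Reagent: JC-1 transporter substrate. Compound dosing: single test compound dose, 6.6 µM final. Times: 10 min compound exposure, 25 °C. Detection: flow cytometry of retained JC-1 fluorescence. Read-out basis: efflux inhibition in percent versus controls. Controls: nicardipine and DMSO wells.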
# RGS7-Gao reg = modulates binding of RGS7 to human Galphao. AID 1439. binding response (% of control), % at 10 µM. 0.35% of 220,000 active. Multiplexed bead flow cytometry; actives lie on both sides. P09471; in the data active means binding response below about 49% or above about 150%; inconclusive means no clear call, values can overlap the other calls; inactive means in between;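 further: fluorescent Galphao held in activated GDP-AlF4 state binding bead-coupled RGS7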
# Bcl-B Bim block = human Bim-Bcl-B interaction inhibition. Q9HD36. bead-based flow cytometry, Bim peptide-Bcl-B binding. inhibition, % at 10 µM. 0.073% of 190,000 active;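 further: 0% = tracer peptide without compound and 100% = reference inhibitor peptide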
# ABCB1 block = blocks JC-1 efflux by human ABCB1 transporter. P08183. CCRF-Adr cells, flow cytometry. inhibition, % at 6.6 µM. 0.067% of 190,000 active; in the data active means inhibition above about 40%;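 further: 0% = vehicle and 100% = reference inhibitor; higher value means more JC-1 retained so stronger ABCB1 efflux block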
# Target sequence (P08183 whole entry, looked up): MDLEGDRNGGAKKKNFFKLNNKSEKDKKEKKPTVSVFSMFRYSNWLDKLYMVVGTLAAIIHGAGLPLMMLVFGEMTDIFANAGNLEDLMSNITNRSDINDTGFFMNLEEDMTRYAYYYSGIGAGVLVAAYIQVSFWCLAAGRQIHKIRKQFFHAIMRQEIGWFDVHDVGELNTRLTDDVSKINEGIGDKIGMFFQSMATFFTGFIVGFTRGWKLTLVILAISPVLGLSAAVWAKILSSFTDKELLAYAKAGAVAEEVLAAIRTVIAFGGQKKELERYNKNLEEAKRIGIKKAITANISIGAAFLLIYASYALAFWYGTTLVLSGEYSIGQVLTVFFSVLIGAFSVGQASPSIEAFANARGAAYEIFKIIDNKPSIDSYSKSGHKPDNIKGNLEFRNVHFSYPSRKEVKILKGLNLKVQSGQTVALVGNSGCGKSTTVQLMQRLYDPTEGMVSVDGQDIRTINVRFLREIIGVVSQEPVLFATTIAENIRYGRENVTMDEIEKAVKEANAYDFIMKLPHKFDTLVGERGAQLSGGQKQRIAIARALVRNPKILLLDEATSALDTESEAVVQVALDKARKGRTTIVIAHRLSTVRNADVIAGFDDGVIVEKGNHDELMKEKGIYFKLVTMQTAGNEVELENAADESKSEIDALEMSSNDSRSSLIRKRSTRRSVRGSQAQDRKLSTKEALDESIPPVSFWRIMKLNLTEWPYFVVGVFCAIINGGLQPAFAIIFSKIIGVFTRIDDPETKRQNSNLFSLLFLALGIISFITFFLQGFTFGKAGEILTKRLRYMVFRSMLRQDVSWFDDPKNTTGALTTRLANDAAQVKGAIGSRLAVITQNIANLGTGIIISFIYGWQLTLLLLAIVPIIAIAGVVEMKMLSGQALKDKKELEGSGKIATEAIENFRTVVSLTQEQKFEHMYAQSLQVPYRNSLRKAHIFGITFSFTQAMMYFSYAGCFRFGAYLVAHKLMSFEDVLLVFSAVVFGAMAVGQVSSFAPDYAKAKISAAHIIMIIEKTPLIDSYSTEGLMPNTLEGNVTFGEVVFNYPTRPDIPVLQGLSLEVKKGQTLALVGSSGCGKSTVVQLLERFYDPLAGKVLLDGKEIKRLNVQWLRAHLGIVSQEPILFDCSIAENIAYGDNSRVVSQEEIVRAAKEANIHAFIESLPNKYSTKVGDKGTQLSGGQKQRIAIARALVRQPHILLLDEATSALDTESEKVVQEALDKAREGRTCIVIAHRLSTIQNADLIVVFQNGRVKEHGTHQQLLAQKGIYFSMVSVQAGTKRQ
# RGS4-Gao reg = modulates binding of RGS4 to human Galphao | P09471 | binding response (% of control), % at 10 µM | 0.33% of 220,000 active | Multiplexed bead flow cytometry; actives lie on both sides; in the data active means binding response below about 49% or above about 150%; inactive means in between;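 further: fluorescent Galphao activated with aluminum fluoride binding bead-coupled RGS4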
# Bim-Bcl-XL = human Bim-Bcl-XL interaction inhibition | Q07817 | Bim peptide-Bcl-XL binding, bead flow cytometry, fluorescence | 0.04% of 190,000 active | inhibition, % at 10 µM
# Bim-Bfl-1 = inhibitors of Bim-Bfl-1 interaction, human. Q16548. Bead-based flow cytometry, Bim-Bfl-1 binding inhibition. inhibition, % at 10 µM. 0.12% of 190,000 active;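 further: 0% = wells without compound plus tracer and 100% = blocker peptide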
# Bcl-2 Bim block = inhibitors of Bim-Bcl-2 interaction, human | inhibition, % at 10 µM | AID 950 | Bead-based flow cytometry, Bim peptide-Bcl-2 binding | 0.06% of 190,000 active; in the data active means inhibition above about 40%; inconclusive means no clear call, values can overlap the other calls;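 further: 0% = no compound wells with probe peptide and 100% = reference peptide inhibitor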
# RGS8-Gao = human RGS8-Galphao interaction regulation. P09471. multiplexed bead flow cytometry, RGS8-Galphao binding; actives lie on both sides. response (percent of control binding), % at 10 µM. 0.34% of 220,000 active; in the data active means response below about 60% or above about 140%; inactive means in between;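 further: Galphao activated as the GDP aluminium fluoride complex binding bead-coupled RGS8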
# Bim-Bcl-W = inhibitors of Bim-Bcl-W interaction, human; Q92843; bead-based flow cytometry, Bim peptide-Bcl-W binding; inhibition, % at 10 µM; 0.02% of 190,000 active;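 further: 0% = bound tracer without compound and 100% = peptide blocker; higher means less fluorescent Bim peptide bound to Bcl-W beads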
# GSH bead fluor = compound fluoresces at 488/530 nm on GSH beads; 0.25% of 190,000 active; GSH beads flow cytometry, compound fluorescence 488/530 nm; hits give high values; fluorescence (KMESF) at 10 µM; in the data active means fluorescence above about 89;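 further: glutathione beads carrying GST-tagged Bcl family fusion proteins plus one bare bead set; values are compound well signal with DMSO vehicle wells as background; inactives centre near 16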
# * marks the source's active call; other numbers are inactive results; u = inconclusive. Unless noted, no stated cut-off is given here; in the data, active means inhibition above about 40%.
SMILES,ABCG2 block,RGS7-Gao reg,Bcl-B Bim block,ABCB1 block,RGS4-Gao reg,Bim-Bcl-XL,Bim-Bfl-1,Bcl-2 Bim block,RGS8-Gao,Bim-Bcl-W,GSH bead fluor
O=C(Nc1cccc(Cl)c1N1CCCC1)c1ccc([N+](=O)[O-])o1,10.3,106.5,-3.0,0.2,105.1,-1.0,-5.0,-6.0,103.8,-1.0,10
CC(=O)Nc1nc(-c2ccccc2)c(-c2ccccc2)o1,5.0,101.5,-2.0,0.4,101.4,0.0,2.0,2.0,102.4,2.0,6
COc1ccccc1NC(=O)COC(=O)[C@@H]1CCCN1C(=O)c1cccs1,-0.4,103.1,-4.0,0.0,103.6,-1.0,-1.0,-2.0,101.9,0.0,29
CCOc1ccccc1C(=O)NC(CO)C(=O)O (configuration not stated),0.0,102.1,-6.0,0.0,104.3,-15.0,-13.0,-7.0,100.7,-3.0,271*
c1ccc2c(c1)CC(N1CCCCC1)c1ccccc1N2 (configuration not stated),0.9,108.5,-5.0,0.2,107.3,8.0,-3.0,0.0,109.0,-3.0,27
COc1ccc(CNC(=O)c2sc3nc4c(c(C(F)(F)F)c3c2N)CCC4)cc1OC,1.4,108.7,-9.0,0.2,104.1,-4.0,-10.0,-6.0,103.9,-2.0,16
COc1ccc(CCNC(=O)CSc2nc3c(c(=O)n(C)c(=O)n3C)n2C(C)C)cc1OC,2.5,100.1,4.0,1.1,101.3,0.0,0.0,0.0,102.8,2.0,12
Cn1c(SCCC#N)nnc1-c1ccc(F)cc1,0.2,u,-5.0,0.2,100.5,0.0,-3.0,-2.0,100.1,-3.0,12
CC(C)(C)NC(=O)NC(=O)COC(=O)CNS(=O)(=O)c1ccc(Br)cc1Cl,-1.6,101.0,-1.0,0.2,101.8,3.0,-3.0,-2.0,104.7,1.0,11
O=C(NCC1CCCO1)c1cc(S(=O)(=O)Nc2ccc(Br)cc2)ccc1Cl (configuration not stated),-0.3,96.2,1.0,0.0,101.1,0.0,0.0,2.0,101.1,5.0,20
CCCCCCCCCCOC(=O)c1csc2nnsc12,-9.4,106.2,-7.0,0.2,101.8,-5.0,-1.0,-1.0,105.3,-5.0,27
CC1=NN(C(=O)Cc2ccc(C)cc2)C(O)(c2cccnc2)C1 (configuration not stated),0.0,101.4,-6.0,0.3,96.4,-3.0,-9.0,-9.0,97.8,1.0,12
CC(C)(C)OC(=O)N1CC(O)CC1C(=O)OCC(=O)c1ccc(Cl)cc1 (configuration not stated),2.2,102.2,-10.0,0.6,96.4,-8.0,-9.0,-8.0,98.8,-3.0,14
CC(C)Cn1c(N)c(C(=O)COC(=O)c2ccc(O)cc2)c(=O)n(C)c1=O,6.2,93.5,-1.0,0.4,89.1,-1.0,-5.0,-1.0,92.0,-2.0,11
CC(=O)Nc1nonc1NC(=O)CSc1ccccn1,11.6,103.7,-4.0,0.7,96.9,-7.0,-15.0,-8.0,100.5,-5.0,27
C/C(=C1/C(=O)N(c2ccc([N+](=O)[O-])cc2)N=C1c1ccccc1)N(C)C,5.4,104.9,-2.0,0.4,103.0,-2.0,-5.0,-2.0,103.9,-1.0,78
CC(=O)C1C(c2cccc(F)c2)NC(=O)NC1(O)C(F)(F)F (configuration not stated),0.0,97.4,-4.0,-0.1,96.3,-3.0,-8.0,-5.0,96.5,2.0,6
O=C(O)c1csc(N/N=C/c2ccc(Br)cc2)n1,1.0,97.6,-3.0,-0.3,100.7,-3.0,1.0,-1.0,98.9,-2.0,67
Cc1cc(NCC(C)C)n2ncnc2n1,1.9,124.5,-4.0,0.4,136.5,-9.0,-4.0,-6.0,125.3,-5.0,44
O=C(O)CSc1nc2ccccc2n1-c1ccccc1,2.6,100.4,-7.0,0.8,99.5,-2.0,-7.0,1.0,103.7,-1.0,26
Cc1ccc(SCc2cc(-c3ccc(Cl)cc3)no2)cc1,0.1,102.0,-2.0,-0.1,101.4,-3.0,0.0,0.0,101.2,-4.0,20
CC(=NCCc1c(C)[nH]c2ccc(OCc3ccccc3)cc12)C1=C(O)CC(c2ccccc2)CC1=O (configuration not stated),2.6,100.0,-3.0,1.6,100.0,-1.0,-4.0,-4.0,100.7,0.0,13
COc1cc2nc(=S)n(CCCN3CCOCC3)c(N)c2cc1OC,5.6,93.2,15.0,0.2,101.0,24.0,6.0,8.0,99.2,11.0,6
Nc1nc(NCC2CCCO2)nc(NCC2CCCO2)c1[N+](=O)[O-] (configuration not stated),72.2,101.2,-11.0,0.5,99.1,-10.0,-5.0,-8.0,102.0,-7.0,9
COCCn1c(C)nnc1SCC(=O)Nc1ccccc1[N+](=O)[O-],4.0,105.2,-4.0,0.8,98.1,-1.0,-5.0,0.0,103.9,0.0,12
COc1ccc(Nc2nc3ccccc3nc2NS(=O)(=O)c2cccs2)cc1,5.0,100.6,4.0,0.1,98.8,-1.0,0.0,0.0,98.7,-1.0,18
CC1CCc2c(sc(NS(=O)(=O)c3ccccc3)c2C(=O)OC(C)C)C1 (configuration not stated),-0.8,98.5,-4.0,0.0,97.8,4.0,5.0,3.0,95.9,10.0,13
Cc1nc2ccccc2c(=O)n1CCCn1ccnc1,5.9,97.3,-7.0,-0.7,103.0,-6.0,-15.0,-8.0,103.0,-2.0,32
Cn1c(Sc2ccc(C(F)(F)F)cc2[N+](=O)[O-])nnc1-c1ccccc1,1.5,99.1,0.0,1.0,99.8,1.0,5.0,1.0,97.4,2.0,24
O=C(Nc1ccccc1)N(Cc1ccccc1)Cc1ccccc1,2.9,97.6,-1.0,0.6,99.6,-1.0,-1.0,-3.0,100.1,-2.0,18
COc1ccccc1N1CCN(C(=O)C(C)N(c2ccc(C)c(C)c2)S(C)(=O)=O)CC1 (configuration not stated),4.0,100.3,-8.0,1.8,102.1,-6.0,-10.0,-7.0,101.0,1.0,42
O=C(CSCc1ccc(Cl)cc1)NCC1CCCO1 (configuration not stated),0.8,109.4,0.0,0.4,117.0,0.0,0.0,0.0,106.5,-2.0,10
COc1ccc(/C(C)=N/N=C2/NC(=O)CC(C(=O)O)S2)cc1 (configuration not stated),-4.1,106.8,-10.0,0.0,103.8,-7.0,-8.0,-6.0,102.5,-7.0,12
O=C(/C=C/c1ccccc1)NC(=S)Nc1cccnc1,51.2,102.7,-9.0,0.5,101.6,-11.0,-17.0,-9.0,102.9,0.0,33
CCOP(=O)(c1ccc(N(C)C)cc1)C(O)c1ccccc1OC (configuration not stated),3.0,97.1,-3.0,-0.5,100.1,-3.0,-2.0,-3.0,100.2,-2.0,14
C(=N\n1cnnc1)/c1ccc(N2CCOCC2)s1,0.0,107.6,0.0,0.2,105.2,-4.0,2.0,2.0,108.8,-6.0,7
Cc1cccc(C)c1N(Cc1ccccc1F)S(C)(=O)=O,9.6,99.6,0.0,0.9,97.9,3.0,-3.0,0.0,97.7,1.0,11
CCOC(=O)c1nn(-c2ccccc2)c2nc(-c3ccc(OC)cc3)c(C#N)c(=O)n12,4.3,97.2,-8.0,1.7,93.2,-6.0,-10.0,-6.0,98.6,-2.0,17
COc1cc(C2Nc3ccc4ncccc4c3C3=C2C(=O)CCC3)cc(OC)c1O (configuration not stated),0.4,94.7,0.0,0.0,98.4,1.0,1.0,0.0,99.9,1.0,19
O=C(Cc1ccccc1)NN1C(=O)C2C(C1=O)C1C=CC2C12CC2 (configuration not stated),1.5,104.6,-5.0,-0.1,104.2,-6.0,-9.0,-2.0,107.0,-4.0,9
CSC1=C(C#N)C(c2cccc(Br)c2)CC(=O)N1 (configuration not stated),18.4,98.5,-10.0,1.1,103.3,-12.0,-22.0,-13.0,99.2,-4.0,23
Cn1cc(/C=C2\SC(=S)N(NC(=O)c3ccccc3Cl)C2=O)c2ccccc21,2.1,106.3,-5.0,0.7,106.1,0.0,1.0,4.0,104.5,1.0,5
Cc1ccc(NC(=S)Nc2c(C)n(C)n(-c3ccccc3)c2=O)cc1,-3.5,106.7,-8.0,-0.6,108.3,-6.0,-6.0,-7.0,118.5,-7.0,9
O=S(=O)(N/N=C/c1ccc(Cl)cc1)c1ccc(Cc2ncc(C(F)(F)F)cc2Cl)s1,0.9,97.5,-7.0,0.2,97.7,-2.0,-8.0,-5.0,99.4,0.0,16
CCOCCCNC(=O)C(NC(=O)c1ccccc1O)c1ccc(C)cc1 (configuration not stated),0.8,111.7,-3.0,0.3,111.9,-7.0,-5.0,-5.0,107.3,-1.0,14
C/C(=C\C(=O)c1ccccc1)Nc1cccc(O)c1,-0.1,98.8,-6.0,-0.1,94.8,0.0,-7.0,-4.0,96.0,1.0,22
NC(=O)c1c(NC(=O)C2COc3ccccc3O2)sc2c1CCN(Cc1ccccc1)C2 (configuration not stated),10.1,107.3,-4.0,1.1,104.9,-3.0,-10.0,-3.0,106.5,-3.0,9
COc1ccc(NC(=O)c2sccc2C)cn1,9.7,102.2,-1.0,0.3,101.9,0.0,0.0,-2.0,102.5,0.0,11
O=C(CC1COc2ccccc2O1)NCCc1ccccc1 (configuration not stated),2.8,90.5,-2.0,0.3,90.8,-4.0,-5.0,0.0,93.8,-5.0,10
CCOC(=O)Cc1cnc(NC(=O)CSc2nc(C)cc(C)n2)s1,8.0,94.8,-5.0,0.3,99.1,-4.0,-7.0,-2.0,100.3,-3.0,11
# Additional structures.
SMILES,ABCG2 block,RGS7-Gao reg,Bcl-B Bim block,ABCB1 block,RGS4-Gao reg,Bim-Bcl-XL,Bim-Bfl-1,Bcl-2 Bim block,RGS8-Gao,Bim-Bcl-W,GSH bead fluor
O=S(=O)(c1cccs1)N1CCC(Cc2ccccc2)CC1,1.0,103.4,-8.0,0.1,100.5,-1.0,-9.0,-4.0,106.4,0.0,38
O=C(Nc1ccc2nn(-c3ccccc3)nc2c1)c1ccc2c(c1)OCCO2,0.9,103.3,1.0,0.0,101.4,0.0,1.0,2.0,101.8,-4.0,13
CN(C(=O)c1cccc(C#N)c1)c1nnc(C2CCCO2)s1 (configuration not stated),9.1,112.1,-2.0,0.6,103.8,-2.0,-3.0,-8.0,98.5,1.0,26
COCc1cc(=O)[nH]c(/N=C(\N)Nc2ccccc2C)n1,37.3,101.8,-7.0,1.2,101.5,-6.0,-16.0,-8.0,101.9,-1.0,35

# Shown as a hit in GSH bead fluor (from the list above):
SMILES	RGS7-Gao reg	Bcl-B Bim block	ABCB1 block	RGS4-Gao reg	Bim-Bcl-XL	Bim-Bfl-1	Bcl-2 Bim block	RGS8-Gao	Bim-Bcl-W	GSH bead fluor
CCOc1ccccc1C(=O)NC(CO)C(=O)O (configuration not stated)	102.1	-6.0	0.0	104.3	-15.0	-13.0	-7.0	100.7	-3.0	271*

# Entries of single compounds from above:
# `CN(C(=O)c1cccc(C#N)c1)c1nnc(C2CCCO2)s1` (configuration not stated) in the list: ABCG2 block: 9.1; RGS7-Gao reg: 112.1; Bcl-B Bim block: -2.0; ABCB1 block: 0.6; RGS4-Gao reg: 103.8; Bim-Bcl-XL: -2.0; Bim-Bfl-1: -3.0; Bcl-2 Bim block: -8.0; RGS8-Gao: 98.5; Bim-Bcl-W: 1.0; GSH bead fluor: 26
# `O=C(Nc1ccc2nn(-c3ccccc3)nc2c1)c1ccc2c(c1)OCCO2` in the list: ABCG2 block: 0.9; RGS7-Gao reg: 103.3; Bcl-B Bim block: 1.0; ABCB1 block: 0.0; RGS4-Gao reg: 101.4; Bim-Bcl-XL: 0.0; Bim-Bfl-1: 1.0; Bcl-2 Bim block: 2.0; RGS8-Gao: 101.8; Bim-Bcl-W: -4.0; GSH bead fluor: 13
